Assay outcomes as filed in PubChem.
GLS inhibitor = qHTS for Inhibitors of Glutaminase (GLS) | Glutaminase kidney isoform, mitochondrial (Homo sapiens), O94925 | Potency, µM (top dose mostly 45.5 µM), for inactives: at the top dose activity change, negative = inhibition, most hits filed as inhibitors | GLS enzymatic activity, qHTS titration | actives 0.21% (n = 410,000); further: potency means the concentration at half of the fitted maximal effect; on the % scale 0 is the no-effect control and ±100 the full control effect
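Assay buffer: 45 mM KH2PO4 pH 8.2, 0.02% Tween-20. hKGA acts on L-glutamine (1 mM solution added); product glutamate is reported by an oxidase/peroxidase Amplex Red coupling, with fluorescence taken at baseline and 30 min.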
BAZ2B block = qHTS Assay for Inhibitors of BAZ2B; AlphaScreen BAZ2B-H3K14Ac peptide displacement; Potency, µM (highest dose often 114 µM), inactives show at the highest dose activity change, negative = inhibition, most hits filed as inhibitors; actives 4.4% (n = 360,000); further: potency means the concentration at half of the fitted maximal effect; on the % scale 0 is the no-effect control and ±100 the full control effect; nearly all actives have a fitted effect of over 60% in size
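In this displacement format the biotinylated H3(5-23) peptide acetylated at Lys14 serves as ligand at 50 nM, with BAZ2B at 50 nM in PBS pH 7.4 containing 0.01% Tween-20. Donor and acceptor beads are 10 ug/mL final.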
G9a block = qHTS Assay for Inhibitors of Histone Lysine Methyltransferase G9a; G9a H3K9 monomethylation, AlphaScreen, 2 h; Potency, µM (series often up to 102 µM), for inactives: at the highest dose activity, negative = inhibition, most hits filed as inhibitors; actives 8.8% (n = 350,000); further: potency means the concentration at half of the fitted maximal effect; on the % scale 0 is the no-effect control and ±100 the full control effect; nearly all actives have a fitted effect of over 75% in size
Target sequence (Q96KQ7 913-1193 limits assumed): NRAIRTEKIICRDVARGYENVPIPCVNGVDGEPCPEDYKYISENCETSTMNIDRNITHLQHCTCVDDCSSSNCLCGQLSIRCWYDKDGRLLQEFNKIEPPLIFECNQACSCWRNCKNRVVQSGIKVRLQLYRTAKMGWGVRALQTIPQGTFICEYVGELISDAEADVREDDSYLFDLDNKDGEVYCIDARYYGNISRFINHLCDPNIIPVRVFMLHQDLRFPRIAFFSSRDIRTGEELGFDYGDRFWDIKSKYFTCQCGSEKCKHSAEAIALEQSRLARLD
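G9a (20 nM) was preincubated 15 min with compound, then reacted 2 h at room temperature with 500 nM biotin-H3K9 peptide and 20 µM SAM. Monomethyl-H3K9 detected by AlphaScreen using anti-H3K9me1 antibody.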
JMJD2A Tudor inh = qHTS Assay for Inhibitors of JMJD2A-Tudor Domain | Lysine-specific demethylase 4A (Homo sapiens), O75164 | AlphaScreen JMJD2A-Tudor / H3K4me3 peptide binding | Potency, µM (titrated, usually from 114 µM), for inactives: at the top dose activity change, negative = inhibition, most hits filed as inhibitors | actives 4.4% (n = 390,000); further: potency means the concentration at half of the fitted maximal effect; on the % scale 0 is the no-effect control and ±100 the full control effect; nearly all actives have a fitted effect of over 50% in size
HP1b binding inh = HTS for Inhibitors of HP1-beta Chromodomain Interactions with Methylated Histone Tails; Chromobox protein homolog 1 (Homo sapiens), P83916; AlphaScreen HP1-beta / biotin-H3K9me3 peptide binding; Potency, µM (highest dose often 114 µM), for inactives: at the top dose activity change, negative = inhibition, hits mostly inhibitors; actives 0.56% (n = 390,000); further: potency means the concentration at half of the fitted maximal effect; nearly all actives have a fitted effect of over 70% in size; inactives centre near 23
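AlphaScreen: HP1-beta (50 nM) preformed 30 min with biotin-H3(1-18)K9me3 peptide (50 nM) in PBS pH 7.4, 0.01% Tween-20. Compound added for 30 min at RT, then streptavidin donor/nickel chelate acceptor beads (10 ug/mL) for 30 min.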
PGK inhibitor = qHTS Assay to Find Inhibitors of Phosphoglycerate Kinase; Phosphoglycerate kinase, glycosomal (Trypanosoma brucei brucei), P07378; PGK/GAPDH coupled, Kinase-Glo luminescence, 60 min; Potency, µM (titrated, usually from 57.5 µM), for inactives: at the highest dose activity change, negative = inhibition, hits mostly inhibitors; actives 0.043% (n = 380,000); AID 602233, 2012; further: potency means the concentration at half of the fitted maximal effect; on the % scale 0 is the no-effect control and ±100 the full control effect; nearly all actives have a fitted effect of over 60% in size
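Recombinant glycosomal PGK reaction used 1,3-bisphosphoglycerate generated in-well by GAPDH (100nM final) in 100mM TEA pH 7.6, 5mM MgCl2, 0.01% Tween-20. After 60 minutes at room temperature, ATP was read by Kinase-Glo Plus luminescence end-point.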
Pin1 inhibitor = qHTS Assay to Find Inhibitors of Pin1; Potency, µM (highest dose often 115 µM), inactives show at the highest dose activity, negative = inhibition, actives largely listed as inhibitors; Peptidyl-prolyl cis-trans isomerase NIMA-interacting 1 (Homo sapiens), Q13526; Pin1 FP peptide displacement, HiFluor488, 10 min; actives 0.009% (n = 390,000); active means well fitted inhibition curve with a large enough effect in the polarisation, with a control signal flat, not every such curve was filed as active; inconclusive means small, poorly fitted or top-dose-only effect, or effect the other way, or a change in a side signal; inactive means no such curve, though single readings can be large or run the other way; the % refers to the polarisation; further: potency means the concentration at half of the fitted maximal effect; on the % scale 0 is the no-effect control and ±100 the full control effect
Target sequence (Q13526 whole entry, looked up): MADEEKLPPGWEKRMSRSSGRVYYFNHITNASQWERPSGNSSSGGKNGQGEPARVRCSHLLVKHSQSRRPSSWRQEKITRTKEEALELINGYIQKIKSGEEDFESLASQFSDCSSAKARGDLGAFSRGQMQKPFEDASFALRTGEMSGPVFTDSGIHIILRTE
ERG-DNA inh = qHTS for Small Molecule Inhibitors of the ERG Ets/DNA interaction; actives 0.028% (n = 370,000); Potency, µM (doses to about 76.9 µM), inactives show at the top dose FP activity, negative = inhibition, actives largely listed as inhibitors; AID 624246, 2012; Transcriptional regulator ERG (Homo sapiens), P11308; fluorescence polarization, His-ERG Ets domain / labelled DNA; active means well fitted inhibition curve with a large enough effect in the polarisation, with a control signal flat; inconclusive means small, poorly fitted or top-dose-only effect, or effect the other way, or a change in a side signal; inactive means no such curve, though single readings can be large or run the other way; the % refers to the polarisation;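 further: polarization taken with two DNA probes labelled with fluorescein and Texas red; potency means the concentration at half of the fitted maximal effect; % of control where 0% means no effect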
Target sequence (P11308 whole entry, looked up, the tested form may be a part): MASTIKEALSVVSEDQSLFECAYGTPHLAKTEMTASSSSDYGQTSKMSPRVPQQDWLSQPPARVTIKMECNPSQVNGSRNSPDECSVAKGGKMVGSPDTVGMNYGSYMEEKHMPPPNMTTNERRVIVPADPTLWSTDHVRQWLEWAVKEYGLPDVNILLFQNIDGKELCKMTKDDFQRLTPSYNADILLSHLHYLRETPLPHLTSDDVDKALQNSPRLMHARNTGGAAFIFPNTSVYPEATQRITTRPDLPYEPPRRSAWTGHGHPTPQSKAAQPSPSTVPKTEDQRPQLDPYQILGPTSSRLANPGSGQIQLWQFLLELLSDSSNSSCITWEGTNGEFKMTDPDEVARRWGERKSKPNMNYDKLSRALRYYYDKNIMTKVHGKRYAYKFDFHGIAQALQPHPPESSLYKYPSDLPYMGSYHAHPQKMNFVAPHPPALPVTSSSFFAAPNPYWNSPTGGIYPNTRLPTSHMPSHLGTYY
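His-tagged ERG Ets domain (1 uM in the protein solution; 300mM KCl, 50mM Tris-HCl, 1mM EDTA, 1mM DTT, pH 7.5) received compound, then a probe mix of 5 nM fluorescein-DNA and 100nM Texas-615-DNA. Fluorescence polarization was read for both dyes.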
PI4K2A inh = qHTS for small molecular inhibitors of PI4K2A; AID 1346378, 2018; Phosphatidylinositol 4-kinase type 2-alpha (Homo sapiens), Q9BTU6; purified PI4K2A, ADP-Glo luminescence, 1 h; active compounds read low; activity change, negative = inhibition, % at 76.9 µM; actives 0.13% (n = 420,000); in the data active means activity change below about -50%; inconclusive means mostly about -30% to -49%;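 further: -100% = wells without enzyme as full effect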
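PI4K2A activity was measured by ADP-Glo luminescence: enzyme (4 ug/mL stock) and phosphatidylinositol (1.2 mM stock) in Tris pH 7.5/MgCl2/EGTA/Triton X-100 buffer were reacted with ATP (300 microM stock) for one hour at ambient temperature.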
The depositor's hits bear a star; i = inactive; ? = inconclusive; / = no result given; [ ] = remark or other dose. Unless noted, the call rests on the fitted dose curve; in most records, active means well fitted curve in the direction sought with a large enough effect; inconclusive means small, poorly fitted or top-dose-only effect, or another doubt; inactive means no such curve, though single readings can be large; an effect the other way counts as inactive or inconclusive.

G9a block,GLS inhibitor,JMJD2A Tudor inh,Pin1 inhibitor,PGK inhibitor,BAZ2B block,ERG-DNA inh,HP1b binding inh,PI4K2A inh,Structure
44.7µM*,33.0%[activator],44.7µM*,6.4%,3.2%,6.2%,1.3%,?,4.5,CN(C)c1ccc(C(CNS(=O)(=O)c2ccc([N+](=O)[O-])cc2)N2CCCC2)cc1 (centres undefined)
/,4.4%,-6.0%,-6.7%,-7.6%,-12.0%,14.9%,12.1%,-7.3,O=C(Nc1cccc(F)c1)N1CCCC(CNS(=O)(=O)Cc2ccccc2)C1 (centres undefined)
0.2%,-6.9%,-9.2%[57.1 µM],-0.8%,-1.5%,19.2%,1.6%,70.5%[activator],-2.9,Cc1nnc(SCC(=O)Nc2ccc(Cl)cn2)n1Cc1ccccc1
2.6%,-7.3%,2.9%,2.0%,i,-2.8%,-9.2%,29.6%,2.2,CCOC(=O)CCc1nn(C)c(=O)c2ccccc12
-5.9%[59 µM],-4.7%,1.4%,2.6%,?,?,4.6%,17.4%,-11.2,O=C(CSc1nnc2sc3ccccc3n12)NCc1ccc2c(c1)OCO2
-36.0%,1.3%,-15.3%,4.1%,9.9%,8.3%,13.1%,12.4%,-1.3,O=C(c1ccc(Cn2c(=S)[nH]c3ccc(N4CCOCC4)cc3c2=O)cc1)N1CCN(c2ccc(F)cc2)CC1
3.0%,-5.5%,-9.7%,4.5%,-3.9%,7.1%,-3.9%,36.3%[activator],-1.4,CC(C)(C)NC(=O)CSc1nc(Cc2ccccc2)nc2ccccc12
18.8%,-7.9%,-31.5%,-2.2%,-0.6%,-1.9%,1.1%,-1.8%,4.3,Cc1ccccc1-c1nc(CS(=O)CC(=O)NC2CC2)c(C)o1 (centres undefined)
-2.7%,0.1%,?,4.6%,-8.7%,?,-4.8%,21.7%,-2.0,Cc1nc(N2CCN(Cc3ccc4c(c3)OCO4)CC2)c2cc(-c3ccccc3)sc2n1
?,19.5%,35.5µM*,3.1%,-8.5%,50.1µM*,4.9%,36.5%,-3.1,C#CCOCCOCCOCCNc1nc(N2CCN(C(=O)C(Cc3ccc(O)cc3)n3cc(C(N)C(C)CC)nn3)CC2)nc(N2CCN(C(=O)C(Cc3ccc(O)cc3)n3cc(C(N)C(C)CC)nn3)CC2)n1 (centres undefined)
-1.8%,-0.6%,1.8%,5.3%,4.2%,2.9%,-0.3%,42.6%[activator],-6.2,Cc1cccc(NC(=O)Nc2ccc(Cl)cc2)n1
-0.5%[12.7 µM],3.6%,-6.1%,2.5%,-9.4%,-6.2%,-5.7%,32.7%,-3.7,O=C(Cn1nc(-c2ccccc2)c2ccccc2c1=O)Nc1ccc(O)cc1
-7.9%[59 µM],-5.5%,-2.0%,4.6%,5.5%,-12.8%,-2.1%,35.1%,1.0,Fc1ccccc1N1CCN(c2ncnc3onc(-c4ccc(Cl)cc4)c23)CC1
-12.8%[59 µM],27.1%,-26.2%,43.2%[activator],-8.4%,22.4µM*,4.4%,-9.5%,-2.2,CCN(CC)c1ccc(/C=N/NC(=S)NCc2ccccc2)c(O)c1
?,2.8%,-17.9%,9.5%,16.5%,-0.6%,0.5%,14.6%,2.5,COc1ccc(CCNC(=O)C(=O)NCC2CCCN2S(=O)(=O)c2cccs2)cc1OC (centres undefined)
14.8%[59 µM],-5.5%,-18.9%,1.3%,i,-21.6%,-3.9%,33.2%,2.3,Fc1ccc(NC(=S)N2CCN(c3cccc(C(F)(F)F)c3)CC2)cc1
-1.1%,7.2%,-7.1%,2.8%,-0.4%,?,-1.7%,13.0%,-2.2,O=C(Nc1ccccc1)N(Cc1ccccc1)C1=NCCS1
7.3%[59 µM],-2.8%,-6.4%,?,0.9%,8.0%,-1.5%,35.8%,1.0,CC1CCN(C(=O)c2cc3ccccc3c(=O)o2)CC1
18.8%,-9.1%,3.5%,1.8%,-7.3%,6.4%,12.3%,19.3%,0.3,COc1ccccc1CN1CC(C(=O)NCCSc2nnnn2C)CCC1=O (centres undefined)
51.6%[activator][59 µM],-5.6%,-12.9%,-0.3%,9.6%,1.2%,-1.2%,24.2%,-3.9,COc1ccc(NC(=O)c2ncoc2-c2ccco2)cc1Cl

Exported with tabs: 6 of the compounds above.
smiles	G9a block	GLS inhibitor	JMJD2A Tudor inh	Pin1 inhibitor	PGK inhibitor	BAZ2B block	ERG-DNA inh	HP1b binding inh	PI4K2A inh
CN(C)c1ccc(C(CNS(=O)(=O)c2ccc([N+](=O)[O-])cc2)N2CCCC2)cc1 (centres undefined)	44.7µM*	33.0%[activator]	44.7µM*	6.4%	3.2%	6.2%	1.3%	?	4.5
O=C(Nc1cccc(F)c1)N1CCCC(CNS(=O)(=O)Cc2ccccc2)C1 (centres undefined)	/	4.4%	-6.0%	-6.7%	-7.6%	-12.0%	14.9%	12.1%	-7.3
Cc1nnc(SCC(=O)Nc2ccc(Cl)cn2)n1Cc1ccccc1	0.2%	-6.9%	-9.2%[57.1 µM]	-0.8%	-1.5%	19.2%	1.6%	70.5%[activator]	-2.9
CCOC(=O)CCc1nn(C)c(=O)c2ccccc12	2.6%	-7.3%	2.9%	2.0%	i	-2.8%	-9.2%	29.6%	2.2
O=C(CSc1nnc2sc3ccccc3n12)NCc1ccc2c(c1)OCO2	-5.9%[59 µM]	-4.7%	1.4%	2.6%	?	?	4.6%	17.4%	-11.2
O=C(c1ccc(Cn2c(=S)[nH]c3ccc(N4CCOCC4)cc3c2=O)cc1)N1CCN(c2ccc(F)cc2)CC1	-36.0%	1.3%	-15.3%	4.1%	9.9%	8.3%	13.1%	12.4%	-1.3

The results go on:
G9a block,GLS inhibitor,JMJD2A Tudor inh,Pin1 inhibitor,PGK inhibitor,BAZ2B block,ERG-DNA inh,HP1b binding inh,PI4K2A inh,Structure
-13.8%[59 µM],-9.1%,4.2%,-4.1%,-4.4%,2.1%,-9.8%,33.7%[activator],-2.1,COc1ccc(C(=O)NCCN2CCOCC2)cc1OC
8.7%[59 µM],6.7%,-22.9%,?,-2.5%,-28.5%,3.1%,35.0%,-0.1,CCCN1C(=O)/C(=C/c2ccc3c(c2)OCO3)NC1=S
?,2.1%,39.8µM*,-1.4%,4.9%,-10.6%,-0.2%,-19.1%,3.2,Cc1cc(OCC[N+]2(C)CCCCC2)nc2ccccc12
22.7%,2.8%,5.6%,2.9%,5.3%,4.7%,5.0%,30.8%,-1.0,CN(CC(=O)Nc1ccccc1Br)C(=O)CCc1ccccc1
-0.8%,-3.5%,0.7%,1.0%,-9.3%,-3.9%,-12.4%,41.2%[activator],1.1,C=CCSc1nnc(NC(=O)COc2ccccc2)s1
44.7µM*,-12.6%,-15.9%,-4.7%,-9.5%,-5.7%,3.7%,35.0%,1.1,CC1CCc2nc3ccc(S(=O)(=O)N4CCC(C(=O)N5CCCCC5)CC4)cc3c(C(=O)O)c2C1 (centres undefined)
?,17.6%,-18.3%,?,2.2%,-2.6%,-2.5%,?,-7.5,Cc1ccc(S(=O)(=O)Nc2cc3c(C(=O)Nc4ccccc4)c(C)oc3c3ccccc23)cc1
11.9%[12.7 µM],6.4%,-2.5%,-1.0%,-18.8%,1.3%,-11.2%,22.2%,-6.5,CS(=O)(=O)N1CCN(c2ccccc2NC(=O)c2ccc(Cl)cc2)CC1
-10.8%[59 µM],-9.7%,-8.5%,-7.4%,-0.3%,-1.4%,4.2%,40.4%[activator],7.6,CC1CCN(C(=O)Cn2c(=O)n(-c3ccc(Cl)cc3)c(=O)c3c4c(sc32)CCC4)CC1
1.8%,-4.3%,-9.2%,4.3%,-9.7%,-5.1%,-0.9%,16.3%,1.3,O=C(NNC(=O)c1ccc([N+](=O)[O-])cc1C(=O)O)c1ccncc1
-0.9%[59 µM],-6.3%,?,-4.0%,1.1%,5.2%,9.0%,29.5%,-1.8,CCCCn1c(SCC(=O)NCc2ccc(C)cc2)nc2c(sc3ccccc32)c1=O
2.0%[59 µM],-2.9%,6.9%[11.4 µM],-2.4%,5.9%,3.6%,0.9%,-9.5%,-9.2,O=C(CCNC(=O)Cn1cnc2ccccc2c1=O)NCCC1=CCCCC1
12.5%[59 µM],-2.9%,-18.5%,-3.8%,-3.9%,8.0%,-8.2%,8.0%,2.2,COc1cccc(/C=N/n2c(N)c(S(=O)(=O)c3cccs3)c3nc4ccccc4nc32)c1OC
8.5%[59 µM],13.7%,-4.9%,23.8%,1.7%,-3.7%,-6.1%,30.7%,0.6,CC(=O)c1sc(N/N=C\c2ccc(C)cc2)nc1C
